Kir21 block: inhibitors of mouse Kir2.1 inward-rectifier potassium channel; 310,000 compounds, 0.85% hits; AID 1672; HEK293-Kir2.1, FluxOR thallium flux fluorescence; hits give low values; B-score at 10 µM;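 active = fluorescence ratio B-score at or below minus 3 SD of library scores, with starting-brightness B-score within 2 SD, cut at about -4.2 in these data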;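 also: channel flux triggered by added potassium and thallium sulfate stimulus; B-score of peak minus minimum fluorescence over baseline after thallium stimulus; more negative B-score means stronger Kir2.1 block with less thallium influx; some compounds called inactive have numbers as strong as hits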
KCNQ2 inh: KCNQ2 channel blockers in CHO-K1 cells – cell-based, FluxOR thallium flux, B-score, primary screen (AID 2156); 20 min; hits give low values; O88943; 310,000 compounds, 1.1% hits; B-score at 10 µM;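 active = fluorescence ratio B-score at most minus 3 library SDs, with starting brightness B-score within 2 library SDs, cut at about -5.5 in these data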
Target sequence (O88943 whole entry, looked up): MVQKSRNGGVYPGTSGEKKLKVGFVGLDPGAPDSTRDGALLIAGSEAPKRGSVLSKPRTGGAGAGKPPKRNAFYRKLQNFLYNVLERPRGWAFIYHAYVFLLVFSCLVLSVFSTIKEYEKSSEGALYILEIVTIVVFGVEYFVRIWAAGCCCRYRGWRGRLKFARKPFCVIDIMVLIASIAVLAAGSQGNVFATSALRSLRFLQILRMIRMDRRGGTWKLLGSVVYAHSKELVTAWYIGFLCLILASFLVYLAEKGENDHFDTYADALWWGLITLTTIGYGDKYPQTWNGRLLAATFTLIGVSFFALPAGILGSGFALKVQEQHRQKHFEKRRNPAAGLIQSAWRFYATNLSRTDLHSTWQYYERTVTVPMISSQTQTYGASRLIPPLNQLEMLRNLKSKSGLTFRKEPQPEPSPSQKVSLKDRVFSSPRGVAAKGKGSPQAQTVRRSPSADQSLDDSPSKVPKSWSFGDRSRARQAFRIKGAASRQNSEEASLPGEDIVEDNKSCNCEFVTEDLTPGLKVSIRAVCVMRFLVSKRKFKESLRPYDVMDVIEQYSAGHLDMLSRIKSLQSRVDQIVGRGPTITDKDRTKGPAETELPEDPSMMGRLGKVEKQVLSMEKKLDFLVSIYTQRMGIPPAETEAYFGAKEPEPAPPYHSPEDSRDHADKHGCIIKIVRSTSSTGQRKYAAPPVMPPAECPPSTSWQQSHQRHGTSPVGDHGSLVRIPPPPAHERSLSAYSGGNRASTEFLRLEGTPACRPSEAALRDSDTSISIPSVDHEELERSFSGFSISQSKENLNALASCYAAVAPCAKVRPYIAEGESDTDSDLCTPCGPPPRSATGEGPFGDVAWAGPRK
* = called active by the depositor; i = inactive.

Fields: Kir21 block	KCNQ2 inh
Cc1ccc(C(OCC(O)CNC(CO)C(O)c2ccc([N+](=O)[O-])cc2)c2ccccc2)cc1 (stereo not drawn)
→ -5.2*	i
CN(C(=O)c1cnccn1)c1c(N)n(Cc2ccccc2)c(=O)[nH]c1=O
→ -1	i
O=C(COC(=O)c1ccc(S(=O)(=O)Nc2ccccc2)cc1)NC1CCCC1
→ -0.01	i
CC(C)[C@H](NC(=O)OC(C)(C)C)C(=O)N/N=C/c1cccc2nccnc12
→ 0.72	i
C1=CC2CC1CC2CN1CCN(Cc2ccccc2)CC1 (stereo not drawn)
→ -0.15	i
Cc1ccc(S(=O)(=O)N(C)C)cc1NC(=S)NCc1ccco1
→ -0.27	i
Cc1ccc(C(=O)O)cc1N1C(=O)c2cccc3c([N+](=O)[O-])ccc(c23)C1=O
→ -0.61	i
CCCCCCCCCC(=O)N[C@H](CN1CCOCC1)[C@H](O)c1ccccc1
→ -1.6	i
Cc1ccc(/C=N\NC(=O)C2CN(S(=O)(=O)c3ccccc3)CCN2S(=O)(=O)c2ccccc2)cc1 (stereo not drawn)
→ 0.32	i
COc1cccc(/C=N\NC(=O)Cn2nnc3ccccc32)c1O
→ -0.33	i
CCCN(CCO)C1CCN(CCc2ccccc2)CC1
→ 1.9	i
COc1ccc2c(c1OC)C(=O)OC2Nc1nc(-c2cccc([N+](=O)[O-])c2)cs1 (stereo not drawn)
→ -0.03	i
CC12CN3CC(C)(CN(C1)C3c1cc(Br)ccc1O)C2=O (stereo not drawn)
→ 0.66	i
COc1ccccc1-c1cc(C(=O)N/N=C\c2cn(C)nc2C)c2ccccc2n1
→ 0.01	i
O=C(/C=C/c1ccc(-c2ccc(F)cc2)o1)N1CCCC1
→ 0.37	i
Cc1ccc2c(C)c(C(=O)N3CCCC(C(N)=O)C3)oc2c1C (stereo not drawn)
→ 0.07	i
CCCCn1nc(C(=O)O)ccc1=O
→ 0.36	i
COCCN1C(=O)N[C@@H](c2ccccc2)[C@@H](C(=O)OC)[C@H]1C
→ -1.1	i
COCCCNC(=O)CSc1nc2cc(S(=O)(=O)N3CCCCC3)ccc2o1
→ -0.97	i
Cc1ccc(C23CC4CC(CC(C(=O)NC(C)C(=O)O)(C4)C2)C3)cc1 (stereo not drawn)
→ 0.88	i
Cc1ccc(N(C(=O)c2ccco2)C2C=CS(=O)(=O)C2)cc1 (stereo not drawn)
→ 1.2	i
COc1cccc(OCC(=O)Nc2c3c(nn2-c2ccccc2)CS(=O)(=O)C3)c1
→ -0.25	i
O=C(Nc1ccccc1)N1CCn2c(nc3ccccc32)C1
→ -0.1	i
COC(=O)c1ccc2c(c1)NC(=O)C(N(CC(C)C)CC(C)C)S2 (stereo not drawn)
→ 1.6	i
O=c1c2ccccc2nc(SCc2nnc(-c3ccccc3)o2)n1-c1ccccc1
→ -0.69	i
COc1ccc(CNc2cc(C)cc(C)c2)cc1OC
→ 1	i
O=C(NCc1ccncc1)/C(=C/c1cccc([N+](=O)[O-])c1)NC(=O)c1ccccc1
→ -0.99	i
C=CCN(CC=C)S(=O)(=O)c1ccc(NC(=S)NC(=O)Cc2ccc(OC)cc2)cc1
→ 0.01	i
CC(C)c1ccc(/C=C/C(=O)NNC(=O)c2cccnc2)cc1
→ 0.02	i
Nc1nnc(CC(=O)N/N=C/c2cc([N+](=O)[O-])cc(Br)c2O)s1
→ 0.59	i

Fields: Kir21 block	KCNQ2 inh
COc1cc(/C=N/NC(=O)C(=O)NCc2cccnc2)cc(OC)c1OC
→ 1.2	i
O=C(CCn1cnc2ccccc2c1=O)Nc1nc(-c2ccc(Br)cc2)cs1
→ -0.58	i
COc1ccc(CCNC(=O)c2cc(COc3c(C)cccc3C)on2)c(OC)c1
→ -2.4	i
CCOC(=O)C(=O)N(Nc1ccc(C)cc1)c1ccc(C)cc1
→ 0.42	i
COc1ccc(NC(=O)C2CCN(c3cnccn3)CC2)cc1Cl
→ -1.1	i
O=C(Nc1nc(-c2cccnc2)cs1)c1ccccc1Cl
→ 0.19	i
CN(C)c1ccc(C=NCC2(O)CCOC(C)(C)C2)cc1 (stereo not drawn)
→ 0.82	i
CCN1C(=O)/C(=C\N2CCN(c3ccc(F)cc3)CC2)SC1=S
→ -0.48	i
O=C(C1CCN(S(=O)(=O)c2cccs2)CC1)N1CCCC(C(F)(F)F)C1 (stereo not drawn)
→ 1.2	i
CCOCCCn1c(=O)c(NC(=O)c2ccc(OCC)cc2)c2n(c1=S)CCCCC2
→ -4.4	i
CC(C)(C)OC(=O)N1CCC[C@H]1C(=O)N/N=C/c1cccc2nccnc12
→ -0.79	i
Cc1ccc(CN(C(=O)c2ccccc2C)C2CCS(=O)(=O)C2)o1 (stereo not drawn)
→ -0.26	i
CC(=O)NC(CC(=O)NNC(=O)c1cc2ccccc2cc1O)c1ccccc1 (stereo not drawn)
→ -0.63	i
COc1ccc(CCC(=O)NNC(=S)Nc2cccc(C(C)=O)c2)cc1
→ 0.75	i
O=C(NC1CCCCC1)c1nn2c(C(F)(F)F)cc(-c3ccco3)nc2c1Br
→ 1.2	i
CCCCn1nnc(NC(=O)C(c2ccccc2)c2ccccc2)n1
→ -1.6	i
CCOc1ccc(N2C(=O)CSC2c2ccncc2)cc1 (stereo not drawn)
→ 1.5	i
CCO[C@@H]1OC(C(=O)NC2CC2)=C[C@H](c2ccc(C(F)(F)F)cc2)[C@H]1CCCO
→ -1.1	i
COc1ccc(C2=NN(C(=O)CSc3nc4ncc(Cl)cc4[nH]3)C(c3ccco3)C2)cc1 (stereo not drawn)
→ -0.25	i
O=C(CCN1C(=O)/C(=C/c2ccccc2Cl)SC1=S)Nc1ccccn1
→ 1.1	i
Cc1ccsc1-c1ccnc(-n2cccc2)n1
→ -0.02	i
CCN(CC)C(=O)CN(c1cc(Cl)ccc1OC)S(=O)(=O)c1ccc(C)c([N+](=O)[O-])c1
→ 1.5	i
COc1cc(Cl)c(S(=O)(=O)NCc2cccnc2)cc1Cl
→ -3.8	i
CCOc1ccccc1N1C(=O)CC(N(O)c2ccccc2)C1=O (stereo not drawn)
→ 2.5	i
CCOC(CNC(=O)CN1C(=O)COc2ccc(S(=O)(=O)N3CC(C)CC(C)C3)cc21)OCC (stereo not drawn)
→ 0.29	i
Cc1cc(C)c(NC(=O)C2CC(=O)N(c3ccc4c(c3)OCCO4)C2)c(C)c1 (stereo not drawn)
→ 0.86	i
CCOC(=O)c1c(C)nc2sc3c(=O)n(-c4ccc(OC)cc4)cnc3c2c1-c1ccc(OC)cc1
→ -0.72	i
CC(C)(C)OC(=O)N/N=C/c1ccc(N2CCOCC2)s1
→ 0.38	i
CN(C)c1ccc(C(C(=O)NCC2CCCO2)N(C(=O)c2snc(C(N)=O)c2N)c2ccccc2)cc1 (stereo not drawn)
→ 0.34	i
COc1ccc(NC(=O)C2C3C=CC4(O3)C2C(=O)N(CCN2CCCCC2)C4C(=O)NC2CCCCC2)cc1 (stereo not drawn)
→ 0.02	i

Compound profiles, from the list above.
CC(C)(C)OC(=O)N/N=C/c1ccc(N2CCOCC2)s1 as listed: Kir21 block = 0.38; KCNQ2 inh = i
COc1cc(/C=N/NC(=O)C(=O)NCc2cccnc2)cc(OC)c1OC as listed: Kir21 block = 1.2; KCNQ2 inh = i
CCOC(CNC(=O)CN1C(=O)COc2ccc(S(=O)(=O)N3CC(C)CC(C)C3)cc21)OCC (stereo not drawn) as listed: Kir21 block = 0.29; KCNQ2 inh = i

Back to the main list, starting two compounds before the break.
Fields: Kir21 block	KCNQ2 inh
CN(C)c1ccc(C(C(=O)NCC2CCCO2)N(C(=O)c2snc(C(N)=O)c2N)c2ccccc2)cc1 (stereo not drawn)
→ 0.34	i
COc1ccc(NC(=O)C2C3C=CC4(O3)C2C(=O)N(CCN2CCCCC2)C4C(=O)NC2CCCCC2)cc1 (stereo not drawn)
→ 0.02	i
FC(F)(F)c1cccc(Cn2nnnc2-c2ccc(Cl)cc2)c1
→ -2.3	i
CC(=O)Nc1cccc(NC(=O)COC(=O)CO/N=C(\C)c2ccc3c(c2)OCO3)c1
→ 1	i
COc1ccccc1CN1CC(C(=O)N(Cc2cnn(C)c2)C(C)C)CCC1=O (stereo not drawn)
→ 0.8	i
CCOC(=O)c1ccc(NC(=S)N(CCCN2CCCC2)Cc2ccco2)cc1
→ -0.78	i
COc1ccc(Nc2cc(C(=O)NCCCN3CCOCC3)c3ccccc3n2)cc1OC
→ -0.66	i
O=C(COc1ccc(Cl)cc1Cl)NCCC1=CCCCC1
→ -2.3	i
Cc1cc(NC(=O)c2noc3c2CCc2ccccc2-3)n(-c2ccccc2)n1
→ 1.7	i
COc1ccc(-c2c(C)n([O-])c(C)c(-c3ccccc3)[n+]2=O)cc1OC
→ -0.17	i
O=C(O)CCc1nn2c3ccccc3nc2n(CCN2CCCCC2)c1=O
→ -1.9	i
CCOC(=O)c1[nH]c(C)c(C(=O)Nc2ccc(Cl)cc2)c1C
→ -0.45	i
O=C(NCc1ccco1)Nc1cccs1
→ 1.8	i
Cc1ccc(C(C)C)c(OCC(O)CNC2CCCC2)c1 (stereo not drawn)
→ -0.28	i
CC1(C)C=Cc2cc(-c3coc4cc(O)cc(O)c4c3=O)cc(O)c2O1
→ 0.02	i
Cc1ccc(CNn2cn[nH]c2=S)cc1
→ -0.56	i
Cc1[nH]c2ccc(C(=O)NCCN3CCOCC3)cc2c1C
→ -0.07	i
Cn1c(=O)c2[nH]c(N3CCN(c4ccccn4)CC3)nc2n(C)c1=O
→ -0.25	i
Cc1ccc(C)c(OCCC(=O)OCC(=O)NC(=O)NC2CCCC2)c1
→ 1.2	i
CC(=O)c1sc(N/N=C\c2c(O)ccc3ccccc23)nc1C
→ 0.99	i
O=C(CSc1nc2ccccc2o1)N1CCN(c2ccccc2)CC1
→ -1.2	i
CC(=O)Nc1ccc(-c2cn3ccsc3n2)cc1
→ -1.2	i
O=C(N/N=C/c1c[nH]c2ccccc12)c1cccc(O)c1
→ 0.86	i
CC(=O)Oc1ccc2c(c1)OC(c1ccccc1)CC21CC(C)(C)NC(=S)N1 (stereo not drawn)
→ -1.5	i
C=CCNC(=O)CN1CCC(n2c(C)nc3cc(C(F)(F)F)ccc32)CC1
→ 0.33	i
O=C(N/N=C/c1ccncc1)c1ccccc1[N+](=O)[O-]
→ 2.9	i
CC(C)C(=O)Nc1cccc(C(=O)Nc2nnc(C(C)(C)C)s2)c1
→ -0.28	i
CC(CN1CCOCC1)C(=O)c1ccccc1 (stereo not drawn)
→ 0.01	i
C=CCSc1ncccc1C(=O)NCc1ccccc1
→ 1	i
COCCNC(=S)N1CCC(C(=O)c2ccc(C)cc2)CC1
→ 0.82	i
C=CCOc1ccccc1NC(=O)CN1C(=O)CNC1=O
→ 1.1	i
CCOC(=O)C1(CCOC)CCN(C(=O)Cc2ccc3ccccc3c2)CC1
→ 0.89	i

Fields: Kir21 block	KCNQ2 inh
Cc1ccc(-n2c(SCC(=O)N3CCCc4ccccc43)nnc2-c2cccnc2)c(C)c1
→ -0.52	i
Cc1cc(C)nc(NNC2=CC(=[N+]3CCCC3)CCC2)n1
→ -0.58	i
Cc1cc(=O)oc2cc(OCC(=O)N/N=C/c3cc([N+](=O)[O-])ccc3O)ccc12
→ -0.07	i
CC(C)[C@H](NC(=O)NCCc1ccccc1)C(=O)O
→ -0.43	i
CC(=O)Nc1ccc(S(=O)(=O)Nc2cccn(Cc3ccc(C)cc3)c2=O)cc1
→ -1.4	i
CC(C)C(Sc1nc(-c2ccccc2)cc(-c2ccccc2)c1C#N)C(=O)O (stereo not drawn)
→ 0.1	i
CCC(C)OC(=O)C1=C(C)NC2=C(C(=O)C(C(=O)OC)C(C)C2)C1c1ccc(N(C)C)cc1 (stereo not drawn)
→ 1.1	i
O=C(N/C(=C\c1ccc(F)cc1)C(=O)N1CCCCCC1)c1ccccc1
→ -0.25	i
CCc1cc(=O)oc2cc(OCC(=O)NCCCN3CCCC3=O)c(Cl)cc12
→ 0.38	i
CCOC(=O)C1=C(COC(=O)c2ccc(Cl)cc2[N+](=O)[O-])NC(=O)NC1C (stereo not drawn)
→ -1.6	i
COc1ccccc1NC(=O)OC(C)c1ccc(Cl)cc1 (stereo not drawn)
→ -2	-5.8*
CC1=C(C#N)C(NC(=O)c2ccc(Cl)cc2)(C(F)(F)F)C(=O)N1 (stereo not drawn)
→ 0.75	i
Cc1nonc1NC(=O)CSc1nnc(N)s1
→ -0.94	i
c1ccc2[nH]c(NN=C3CCCCCC3)nc2c1
→ -0.08	i
CC1CC(=O)NN=C1c1ccc(N(C)C)c([N+](=O)[O-])c1 (stereo not drawn)
→ 0.34	i
COc1cc(Nc2c3c(nc4ccccc24)CCCC3)cc(OC)c1OC
→ 0.62	i
CSc1ccccc1NC(=O)Nc1cccc(F)c1
→ -1.3	i
CC(C)N1CCN(Cc2ccc3c(c2)Cc2ccccc2-3)CC1CCO (stereo not drawn)
→ -0.82	i
CC(C)NC(=O)c1nn(C)c2ccccc12
→ -1.3	i
Cc1ccccc1CN1CCC(CNC(=O)C2CCCN(c3ncnc4c3nc3n4CCCCC3)C2)CC1 (stereo not drawn)
→ 0.06	i
CCCCc1ncc(CN2CCC(n3nccc3NC(=O)C(OC)c3ccccc3)CC2)[nH]1 (stereo not drawn)
→ 0.82	i
O=[N+]([O-])c1cc(-c2nnc(Nc3ccc(O)cc3)c3ccccc23)ccc1N1CCOCC1
→ -2.2	i
Cc1csc(NC(=O)CSc2nncn2C)n1
→ 1.1	i
OCCCNc1nccc(-c2cc(Nc3cccc(Cl)c3)ncn2)n1
→ 0.97	i
Cc1nc(C/C(=N\N)c2ccc(O)cc2O)cs1
→ 0.35	i
Cc1ccc(-n2nnnc2SCC(=O)c2cc(C)n(-c3cc(C)on3)c2C)cc1
→ 2.1	i

Screening results from PubChem BioAssay.
